Source: PubChem (several laboratories)
RTF Ca sens inh – cardiac RTF calcium desensitization; P19429+P45379; IANBD-labeled cardiac RTF, Ca2+ fluorescence; inhibition, % at 7.15 µM; hit rate 0.12% among 340,000;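 active means inhibition above the mean inhibition of all tested compounds plus 3 SD, cut at about 17% in these data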;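 further: assay run at fixed EC70 calcium of 1.6 mM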
HTR5A ag – HTR5A agonism, opioid heterodimer counter-screen | P47898 | HTR5A agonist assay, luminescence, cell-based | activation, % at 9.3 µM | hit rate 0.61% among 340,000 | AID 504692; in the data active means activation mostly above about 9.5%, no sharp cut-off; inactive means mostly below about 7.6%;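 further: 0% = cells with vehicle only and 100% = reference agonist; strong numbers were not always called active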
Target sequence (P47898 whole entry, looked up): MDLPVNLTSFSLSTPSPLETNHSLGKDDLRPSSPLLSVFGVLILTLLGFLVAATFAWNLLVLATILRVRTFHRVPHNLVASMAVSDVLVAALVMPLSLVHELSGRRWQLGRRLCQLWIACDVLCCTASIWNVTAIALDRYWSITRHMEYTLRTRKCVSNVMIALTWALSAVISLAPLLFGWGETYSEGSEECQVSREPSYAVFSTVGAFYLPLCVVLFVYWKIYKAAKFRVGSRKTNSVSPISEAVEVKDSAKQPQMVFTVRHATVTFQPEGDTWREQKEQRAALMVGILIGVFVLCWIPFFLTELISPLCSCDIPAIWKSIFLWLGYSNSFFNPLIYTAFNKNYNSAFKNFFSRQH
LANA DNA inh – blocks KSHV LANA C-terminal domain binding to DNA. AID 504423. MBP-C-LANA/FAM-LBS DNA binding, fluorescence polarization. inhibition, % at 9 µM. hit rate 0.078% among 340,000;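 active means highest replicate inhibition at or above 60% at 9 µM, even if other replicates fall short; inactive means all replicates below 60% inhibition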;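 further: 0% = neutral control wells and 100% = 4 µM acridine orange control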
CAL-PDZ inh HTS – blocks peptide binding to the human CAL PDZ domain | AID 602252 | inhibition, % at 24.9 µM | hit rate 0.92% among 300,000 | Q9HD26 | purified CAL PDZ, TMR-peptide fluorescence polarization, 1 h;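 active means mean inhibition of at least 30% with at least half of replicates also reaching 30%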;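 further: 0% = DMSO neutral control and 100% = excess unlabeled competitor peptide PRC23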
HTR5A inv ag – counter-screen for OPRM1-OPRD1 inverse agonists: human HTR5A inverse agonism. inhibition, % at 9.3 µM. hit rate 0.083% among 340,000. HTR5A cell line, luminescence. P47898; in the data active means inhibition mostly above about 23%, no sharp cut-off; inactive means mostly below about 18%;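 further: 0% = cells with DMSO and 100% = no-cell wells with DMSO; some compounds called inactive have numbers as strong as hits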
MOR-DOR inv ag – inverse agonist of human OPRM1-OPRD1 heterodimerization. cell-based MOR-DOR heterodimer luminescence, inverse agonism. P35372+P41143. AID 504357. inhibition, % at 9.3 µM. hit rate 0.21% among 340,000; in the data active means inhibition above about 22%, passing the limit was not always enough;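 further: 0% = cells with DMSO and 100% = wells without cells with DMSO; values of inactives mirror those of a sister screen read the other way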
Keap1 Nrf2 FP – Keap1-Nrf2 (human) interaction inhibition. Q14145. Keap1 Kelch-Nrf2 peptide fluorescence polarization, 1536-well. inhibition, % at 9.4 µM. hit rate 0.15% among 340,000. AID 504523; in the data active means inhibition above about 12%;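 further: human Keap1 Kelch domain with fluorescein labeled Nrf2 9mer peptide probe; 0% = neutral control wells and 100% = peptide positive control; higher means more block of Keap1 binding to Nrf2 peptide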
Target sequence (Q14145 whole entry, looked up, the tested form may be a part): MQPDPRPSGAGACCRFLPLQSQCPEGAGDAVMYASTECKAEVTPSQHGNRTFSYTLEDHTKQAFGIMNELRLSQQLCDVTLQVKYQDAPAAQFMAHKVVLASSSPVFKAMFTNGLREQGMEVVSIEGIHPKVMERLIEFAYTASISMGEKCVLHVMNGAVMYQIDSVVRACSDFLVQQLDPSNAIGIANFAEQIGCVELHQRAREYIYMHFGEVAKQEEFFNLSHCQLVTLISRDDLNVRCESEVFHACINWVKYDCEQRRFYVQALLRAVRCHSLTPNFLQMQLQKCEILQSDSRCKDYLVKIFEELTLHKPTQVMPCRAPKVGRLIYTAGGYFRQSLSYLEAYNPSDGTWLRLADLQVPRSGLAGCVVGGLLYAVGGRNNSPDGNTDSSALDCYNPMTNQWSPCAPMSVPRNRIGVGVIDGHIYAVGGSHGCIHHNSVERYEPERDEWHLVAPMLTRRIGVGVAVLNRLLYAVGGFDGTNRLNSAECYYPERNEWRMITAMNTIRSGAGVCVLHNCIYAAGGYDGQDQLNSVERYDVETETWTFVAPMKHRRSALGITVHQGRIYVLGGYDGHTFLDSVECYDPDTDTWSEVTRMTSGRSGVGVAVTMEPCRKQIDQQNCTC
V-ATPase pHluor – regulators of yeast V-ATPase proton transport. hit rate 0.37% among 350,000. S. cerevisiae, pHLuorin cytosolic pH fluorescence. response, % at 10 µM; in the data active means response mostly above about 7.3%, no sharp cut-off; inactive means mostly below about 5.4%; further: actives read high; inactives centre near 0; some compounds called inactive have numbers as strong as hits; reference of the scale not given here
OPRM1-OPRD1 ag – agonists of human mu-delta opioid receptor heterodimerization; hit rate 0.3% among 340,000; cells, OPRM1-OPRD1 heterodimerization, luminescence; activation, % at 9.3 µM; in the data active means activation above about 18%;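 further: 0% = vehicle-treated cells and 100% = reference agonist; values of inactives mirror those of a sister screen read the other way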
cardiac RTF act – increases calcium sensitivity of human cardiac regulated thin filaments. activation, % at 7.2 µM. P19429+P45379. AID 493008. hit rate 0.24% among 340,000. IANBD-labeled TnC RTF fluorescence at EC20 calcium; 0% EC20 calcium, 100% full calcium;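 active means activation above the mean over all tested compounds plus 3 SD, cut at about 30% in these data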;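 further: rise in fluorescence read as greater calcium sensitivity of cardiac thin filaments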
Numbers without * were called inactive; nt = no result given.

SMILES	RTF Ca sens inh	HTR5A ag	LANA DNA inh	CAL-PDZ inh HTS	HTR5A inv ag	MOR-DOR inv ag	Keap1 Nrf2 FP	V-ATPase pHluor	OPRM1-OPRD1 ag	cardiac RTF act
O=[n+]1cc(-c2ccccc2)n([O-])c2c1CCC2	-6	2	-1.2	-8	-1	12	-8	0	-2.9	-6
O=C(Nc1nccs1)c1cc(Cl)ccc1[N+](=O)[O-]	-5	-3	0.7	-1	10	2	1	0	-0.5	0
CCCCCC(=O)N1CC2(CC(c3cccc(NC(=O)CC)c3)=NO2)C[C@H]1C(N)=O (some centres not stated)	-6	3	0.2	-5	-7	-3	3	4	0.6	-3
O=[N+]([O-])c1cc(-c2ccc(/C=N/n3cnnc3)o2)ccc1Cl	-5	1	-11	-2	-4	-27	-8	-3	5.5	-4
COc1cccc(C2=NN(C(C)=O)C(c3cccs3)C2)c1 (configuration not stated)	-8	-1	3.4	-4	3	6	-2	2	-1.3	2
CCOC(=O)c1c(NC(=O)COC(=O)CCNS(=O)(=O)c2ccccc2)sc(C(=O)NC)c1C	-5	3	-0.9	nt	19	2	-4	9.8*	-0.4	1
COc1cc(/C=N/NC(=O)c2ccc(-n3cccc3)cc2)ccc1O	-19	-6	1.1	1	21	15	-2	-1	-2.9	-4
S=C(NCC1CCCO1)N1CCN(c2ccc(Cl)c(Cl)c2)CC1 (configuration not stated)	-7	-2	-0.6	nt	14	-9	2	-1	1.8	-2
CC(C)CCNC(=O)C(c1ccncc1)N(CC1CCCO1)C(=O)Cn1nnc(-c2ccc(F)cc2)n1 (configuration not stated)	8	1	0.8	0	-3	17	-1	6	-3.4	-6
COc1ccc(C2C(C#N)=C(N)SC(N)=C2C#N)cc1OC	-59	-2	20	-21	14	18	-55	1	-3.6	36*
O=C1C2CCCN2C(=O)N1CCCCN1CCN(c2cccc(C(F)(F)F)c2)CC1 (configuration not stated)	-7	-2	-2.1	-1	7	-3	-4	-2	0.5	-3
COc1ccc(-n2ncc3c(NCC(C)C)ncnc32)cc1	-3	5	-0.5	-4	-10	5	-8	3	-1.1	1
CCCCC(=O)Nc1nn(CC)c2nc3c(C)cccc3cc12	3	-2	-2.0	-5	6	-14	3	-2	3.0	-2
Cc1ccc2nc(-c3cccc(NC(=O)c4ccco4)c3)[nH]c2c1	12	-3	0.0	-8	-6	7	-1	0	-1.1	-4
COC(=O)C1=CN(c2ccc(F)c(F)c2)C=C(C(=O)OC)C1c1ccc([N+](=O)[O-])cc1	-1	-5	3.6	-5	16	-6	0	-1	1.3	4
CC(C)c1onc(C(=O)Nc2cccc(Cl)c2)c1[N+](=O)[O-]	-34	-1	0.5	-1	2	-25	-8	-3	3.8	1
CC1Cc2ccccc2N1C(=O)Cn1c(=O)oc2cc(S(=O)(=O)NC3CCCC3)ccc21 (configuration not stated)	2	1	0.0	nt	-2	4	-8	4	-0.8	4
CCN(CC)S(=O)(=O)c1ccc(N2CCN(C)CC2)c(NC(=O)COc2ccc(F)cc2Cl)c1	-7	-1	-0.1	-2	2	5	-6	-5	-1.0	-2
O=C(O)c1ccc(C=C(c2nc3ccccc3s2)c2nc3ccccc3s2)cc1	-7	-4	0.1	2	9	16	-3	-2	-3.3	-2
CC(C)NC(=S)NNc1nc2ccccc2s1	-8	-2	-0.4	1	6	-11	4	-2	2.2	0
CC(=O)c1ccc(N2CCN(C(=S)Nc3ccccc3)CC2)cc1	-2	-2	3.1	0	-23	3	4	2	-0.5	8
Cc1cc(C(=O)COc2cccnc2[N+](=O)[O-])c(C)n1Cc1cccs1	-2	-2	0.8	-3	-15	4	4	-1	-0.8	-1
CN(Cc1ccc(Cl)cc1Cl)C(=O)c1cccc(S(=O)(=O)NCc2ccccc2)c1	-3	-4	2.4	23	10	-11	5	-2	2.7	-4
Cc1cc2nc(-c3ccc(SCc4ccccn4)nc3)[nH]c2cc1C	-9	3	-1.7	6	-4	-26	-7	5	5.1	0
O=C(Nc1ccc(Cl)cc1)Nc1ccccn1	-6	-2	-0.4	-4	16	-22	-1	3	4.4	0
Cc1cnn(-c2cc(N/N=C/c3ccc(F)cc3)ncn2)c1	5	7	-0.1	-2	-15	0	-7	4	-0.1	-1
O=C(CN1CCN(Cc2ccc(F)cc2)C1=O)NCc1cccs1	-3	0	1.1	nt	0	11	-4	2	-2.1	3
O=C(CCS(=O)(=O)c1ccc(Cl)cc1)Oc1ccc2c(c1)OCO2	-4	-1	-1.6	-3	3	-9	3	-2	2.1	-4
COc1ccc(CCCc2nnc(SCC(=O)Nc3cccc(C)c3)o2)cc1	-15	10	1.5	-3	-22	-38	-1	1	6.3	0
O=C(NCc1ccccc1)C(Cc1ccccc1)NS(=O)(=O)c1cccc2nsnc12 (configuration not stated)	-7	-3	0.4	-2	0	-1	-1	-2	0.1	-2
Cc1cc(C)c(C(=O)N2CCCC(C(=O)c3cc(F)ccc3F)C2)o1 (configuration not stated)	-7	0	-0.7	-4	0	3	-1	1	-0.6	-2
CCOc1cc(S(=O)(=O)N2CCCC2)c(C)cc1C	2	-1	0.4	-3	2	8	0	2	-1.4	-2
CN1CCN(C(=S)NC(CC(=O)c2ccccc2)c2ccccc2)CC1 (configuration not stated)	-7	-1	0.3	-4	-5	7	-6	1	-1.4	4
COc1ccc2c(c1)c(=O)oc1cc(OCC(=O)N3CCc4ccccc4C3)ccc12	3	0	1.2	-2	-5	7	-4	4	-1.4	-5
Cc1cc(C)c(C)c(S(=O)(=O)N2CCC(C(=O)NCc3ccco3)CC2)c1C	-5	-2	0.4	-1	9	12	-5	-1	-3.0	3
CC1(C)CC(=O)C(C(C2=C(O)CC(C)(C)CC2=O)c2ccc(Cl)c([N+](=O)[O-])c2)C(=O)C1 (configuration not stated)	-7	2	-1.0	1	-6	13	1	-2	-2.9	2
O=C(O)CCC(=O)OCCN(Cc1ccc(Oc2ccc([N+](=O)[O-])cc2)cc1)C(=O)C(Cl)Cl	-3	2	1.0	-4	-6	11	-5	4	-2.5	-1
Cc1cccc(N2CCN(C(=S)Nc3ccc4nc(N5CCOCC5)cc(C)c4c3)CC2C)c1 (configuration not stated)	0	1	0.7	-5	5	-30	-5	0	4.7	-4
CCOC(=O)CSc1nnc(NC(=O)c2cc([N+](=O)[O-])cc([N+](=O)[O-])c2)s1	-11	7	8.6	-4	-20	-36	-12	0	7.5	-1
CCOC(=O)C1(Cc2ccccc2)CCCN(C(=O)c2ccc(-n3ccnc3)cc2)C1 (configuration not stated)	-6	1	-0.9	38*	-11	18	-1	3	-3.2	1
Cc1ccc(C(=O)OCN2C(=O)c3ccccc3C2=O)cc1S(=O)(=O)N1CCOCC1	-8	-6	0.6	2	17	0	-9	-5	0.0	-1
Cc1ccc(CNC(=O)CCC(=O)N2CC(C)Sc3ccccc32)cc1 (configuration not stated)	1	-3	0.3	nt	9	12	-2	-1	-2.3	2
Cc1ccc(S(=O)(=O)CCC(=O)OCn2nnc3ccccc3c2=O)cc1	-9	1	-0.2	1	-2	10	-2	3	-2.2	5
COC(C(=O)Nc1ccc(S(=O)(=O)Nc2ccc(C)c(C)c2)cc1)c1ccccc1 (configuration not stated)	-1	12	-1.2	1	-30	-8	-5	-1	1.6	-3
CCCCN(C(=O)CSCC(=O)Nc1ccc(OC)cc1)c1c(N)n(CCC)c(=O)[nH]c1=O	1	2	0.4	2	15	6	0	0	-1.1	-8
O=C(COc1ccc(S(=O)(=O)N2CCOCC2)cc1)NC1CCCC1	-5	1	-0.9	0	-3	2	-4	nt	-0.3	1
O=C(CCC(=O)Nc1cccc([N+](=O)[O-])c1)NCc1ccccc1	-2	-3	-0.3	nt	-1	15	-2	3	-2.9	1
Cc1ccc(N(Cc2ccccc2)C(=O)Cc2ccc(S(=O)(=O)N3CCOCC3)s2)cc1	-8	-4	1.4	-3	-28	9	5	-2	-1.4	-10

Ordered by heavy-atom count (smallest number first): some entries from above
SMILES	RTF Ca sens inh	HTR5A ag	LANA DNA inh	CAL-PDZ inh HTS	HTR5A inv ag	MOR-DOR inv ag	Keap1 Nrf2 FP	V-ATPase pHluor	OPRM1-OPRD1 ag	cardiac RTF act
O=C(CCC(=O)Nc1cccc([N+](=O)[O-])c1)NCc1ccccc1	-2	-3	-0.3	nt	-1	15	-2	3	-2.9	1
Cc1ccc(CNC(=O)CCC(=O)N2CC(C)Sc3ccccc32)cc1 (configuration not stated)	1	-3	0.3	nt	9	12	-2	-1	-2.3	2
Cc1ccc(C(=O)OCN2C(=O)c3ccccc3C2=O)cc1S(=O)(=O)N1CCOCC1	-8	-6	0.6	2	17	0	-9	-5	0.0	-1
Cc1cccc(N2CCN(C(=S)Nc3ccc4nc(N5CCOCC5)cc(C)c4c3)CC2C)c1 (configuration not stated)	0	1	0.7	-5	5	-30	-5	0	4.7	-4

Carrying on:
SMILES	RTF Ca sens inh	HTR5A ag	LANA DNA inh	CAL-PDZ inh HTS	HTR5A inv ag	MOR-DOR inv ag	Keap1 Nrf2 FP	V-ATPase pHluor	OPRM1-OPRD1 ag	cardiac RTF act
O=C(NC(Cc1c[nH]c2ccccc12)c1nnc2n1CCCCC2)c1ccc(Cl)cc1 (configuration not stated)	0	3	2.9	0	-30	9	-1	-1	-1.7	0
O=C(CN1C(=O)NC2(CCCCCC2)C1=O)c1ccc(OC(F)F)cc1OC(F)F	-5	0	nt	0	1	-13	nt	-2	2.5	-7
Cc1nc(NS(=O)(=O)c2ccccc2)sc1NC(=O)OCCN(C)C	-18	6	33	8	3	5	27*	1	-1.2	2
CCc1ccc(C2C(C#N)=C(N)OC3=C2C(=O)CCC3)s1 (configuration not stated)	-22	5	0.6	-2	-14	0	0	2	0.0	-6
CCOc1ccc2nc(SCC3CC3(Cl)Cl)[nH]c2c1 (configuration not stated)	7	-2	-1.5	7	-17	7	-3	7	-1.4	8
N#CC1=C(N)Oc2cc(N)ccc2C1c1ccc(F)cc1 (configuration not stated)	-2	9	1.0	0	-28	14	1	-1	-2.8	-1
CC(C)Sc1ncc(S(=O)(=O)c2ccccc2)c(=O)[nH]1	-8	-2	-0.7	4	5	12	7	-2	-2.0	-1
Cc1cc(C#N)c(C)n1-c1cc(C(F)(F)F)ccc1N1CCOCC1	-6	10	-0.1	-3	10	-18	-6	1	3.1	-10
CCOc1ccc(NC(=O)COC(=O)c2ccc3c(c2)OCO3)cc1	6	0	1.6	nt	1	10	1	1	-1.9	-1
CC(C)(CS(=O)(=O)[O-])NC(=O)CC[N+](C)(C)CCO	-7	-3	82*	-4	8	14	-1	-3	-2.9	-6
CCOC(=O)Cc1csc(NC(=O)CN2CCN(CC)CC2)n1	2	3	2.6	-1	-11	14	3	0	-3.0	-5
COc1ccccc1/C=C1\SC(=O)N(CC(=O)N(C)C2CCS(=O)(=O)C2)C1=O (configuration not stated)	-1	4	-0.4	-2	-15	13	-1	-3	-2.5	-2
COc1ccc(C)cc1S(=O)(=O)Nc1cc2c3c(c1)CCC(=O)N3CCC2	-8	3	0.7	nt	-14	-17	0	-3	2.6	4
Cn1c(N2CCC(C(N)=O)CC2)nc2c1c(=O)n(Cc1cccc(Br)c1)c(=O)n2C	-16	0	0.4	-1	-20	-9	1	1	1.6	12
COc1cc(OC)c(N(C)C(=O)CCNC(=O)Cn2cnc3ccccc3c2=O)cc1Cl	0	2	-1.2	-1	-10	10	-1	-3	-1.8	0
O=C(NC1CCCC1)C(c1ccc(N2CCOCC2)cc1)N(Cc1ccccc1)C(=O)c1ccco1 (configuration not stated)	-13	-5	0.8	3	4	14	-2	-3	-2.5	-3
